High-throughput results: PubChem, National Center for Advancing Translational Sciences (NCATS)
PGK inhibitor: T. brucei PGK inhibition; 380,000 tested, 0.043% active; P07378; PGK/GAPDH coupled, Kinase-Glo luminescence, 60 min; Potency, µM (series often up to 57.5 µM), for inactives: at the top dose activity change, negative = inhibition, actives largely listed as inhibitors; also: potency is read from the fitted curve at half-maximal effect; % is scaled to controls: 0 for no effect and ±100 for the full control effect; nearly all actives have a fitted effect of over 60% in size
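Luminescent ATP detection (Kinase-Glo Plus) follows a 60-minute room-temperature incubation, with wells lacking PGK as controls. Buffer: 100 mM TEA (pH 7.6), 5 mM MgCl2, 0.01% Tween-20. Coupling enzyme GAPDH (100 nM final) supplies unstable 1,3-BPG in-well.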
JMJD2A Tudor: JMJD2A Tudor domain (human) inhibition. O75164. Potency, µM (titrated, usually from 114 µM), for the others: top-dose activity change, negative = inhibition, most hits filed as inhibitors. AlphaScreen JMJD2A-Tudor / H3K4me3 peptide binding. 390,000 tested, 4.4% active; also: potency is read from the fitted curve at half-maximal effect; % is scaled to controls: 0 for no effect and ±100 for the full control effect; nearly all actives have a fitted effect of over 50% in size
Pin1 inh: inhibitors of human Pin1; 390,000 tested, 0.009% active; Pin1 FP peptide displacement, HiFluor488, 10 min; Potency, µM (titrated, usually from 115 µM), for inactives: at the top dose activity, negative = inhibition, hits mostly inhibitors; AID 504891; active = well fitted inhibition curve with a large enough effect in the polarisation, with a control signal flat, not every such curve was filed as active; inconclusive = small, poorly fitted or top-dose-only effect, or effect the other way, or a change in a side signal; inactive = no such curve, though single readings can be large or run the other way; the % refers to the polarisation; also: potency is read from the fitted curve at half-maximal effect; % is scaled to controls: 0 for no effect and ±100 for the full control effect
Target sequence (Q13526 whole entry, looked up): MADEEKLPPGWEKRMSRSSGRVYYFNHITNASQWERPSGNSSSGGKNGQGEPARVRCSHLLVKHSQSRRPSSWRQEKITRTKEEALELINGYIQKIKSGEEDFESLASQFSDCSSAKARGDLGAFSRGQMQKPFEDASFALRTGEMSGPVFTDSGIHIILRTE
BAZ2B block: blocks human BAZ2B; Q9UIF8; 360,000 tested, 4.4% active; Potency, µM (titrated, usually from 114 µM), for inactives: at the highest dose activity change, negative = inhibition, actives largely listed as inhibitors; AID 504333; AlphaScreen BAZ2B-H3K14Ac peptide displacement; also: potency is read from the fitted curve at half-maximal effect; % is scaled to controls: 0 for no effect and ±100 for the full control effect; nearly all actives have a fitted effect of over 60% in size
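Complex of BAZ2B and biotin-H3K14Ac (50 nM apiece) forms over 30 min at RT, then faces library compounds up to 110 uM for another 30 min; AlphaScreen beads added, 20 min dark incubation, luminescence read.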
G9a inh: G9a (human) methyltransferase inhibition. Potency, µM (highest dose often 102 µM), for the others: at the top dose activity, negative = inhibition, actives largely listed as inhibitors. G9a H3K9 monomethylation, AlphaScreen, 2 h. 350,000 tested, 8.8% active. Q96KQ7; also: potency is read from the fitted curve at half-maximal effect; % is scaled to controls: 0 for no effect and ±100 for the full control effect; nearly all actives have a fitted effect of over 75% in size
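AlphaScreen read-out: biotin-H3K9 peptide (500 nM) methylation by 20 nM enzyme with 20 uM SAM, 2 h at room temperature after 15 min compound preincubation; anti-monomethyl H3K9 antibody plus donor/acceptor beads, 10 min dark.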
GLS inh: blocks human kidney-isoform glutaminase activity | O94925 | 410,000 tested, 0.21% active | GLS enzymatic activity, qHTS titration | AID 624170 | Potency, µM (doses to about 45.5 µM), without a hit: at the highest dose activity change, negative = inhibition, hits mostly inhibitors; also: potency is read from the fitted curve at half-maximal effect; % is scaled to controls: 0 for no effect and ±100 for the full control effect
Target sequence (O94925 whole entry, looked up, canonical isoform): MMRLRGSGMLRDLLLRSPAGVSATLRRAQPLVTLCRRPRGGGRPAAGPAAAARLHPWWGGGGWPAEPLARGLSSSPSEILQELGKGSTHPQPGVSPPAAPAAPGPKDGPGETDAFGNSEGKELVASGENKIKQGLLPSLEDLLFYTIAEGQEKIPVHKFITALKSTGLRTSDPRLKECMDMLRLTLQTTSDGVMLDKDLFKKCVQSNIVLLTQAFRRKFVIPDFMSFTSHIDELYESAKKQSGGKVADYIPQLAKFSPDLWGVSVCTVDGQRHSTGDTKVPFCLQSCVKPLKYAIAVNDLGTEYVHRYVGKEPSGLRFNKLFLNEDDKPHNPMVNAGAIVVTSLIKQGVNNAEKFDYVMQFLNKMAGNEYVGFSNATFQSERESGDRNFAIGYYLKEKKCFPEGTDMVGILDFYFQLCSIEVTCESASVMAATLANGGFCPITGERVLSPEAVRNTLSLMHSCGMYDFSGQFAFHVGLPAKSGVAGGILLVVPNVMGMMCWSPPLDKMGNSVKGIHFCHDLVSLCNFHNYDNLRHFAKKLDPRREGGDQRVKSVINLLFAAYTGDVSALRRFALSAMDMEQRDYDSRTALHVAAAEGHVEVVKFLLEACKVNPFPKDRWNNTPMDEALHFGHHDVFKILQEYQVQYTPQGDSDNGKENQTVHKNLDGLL
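hKGA; 45 mM KH2PO4 pH 8.2 + 0.02% Tween-20; cpd via pin tool; 1 mM Gln soln; GluOx/HRP/Amplex Red; RT 30 min; fluor. t0 & final.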
POLH inh: blocks human DNA polymerase eta activity | Q9Y253 | recombinant Pol eta, fluorescent DNA replication assay | Potency, µM (titrated, usually from 114 µM), for the others: top-dose activity change, negative = inhibition, actives largely listed as inhibitors | 390,000 tested, 1.2% active | AID 588591; also: potency is read from the fitted curve at half-maximal effect; % is scaled to controls: 0 for no effect and ±100 for the full control effect
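Pol eta at 10 nM preincubated with compounds 15 min at room temperature; reaction started with fluorescent substrate (50 nM final) and read kinetically at 0 and 10 min.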
PI4K2A inh: blocks human PI4K2A kinase activity; AID 1346378; purified PI4K2A, ADP-Glo luminescence, 1 h; stronger effect = lower value; 420,000 tested, 0.13% active; Q9BTU6; activity change, negative = inhibition, % at 76.9 µM; in the data active = activity change below about -50%; inconclusive = mostly about -30% to -49%;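 also: -100% = wells without enzyme as full effect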
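PI4K2A activity was measured by ADP-Glo luminescence: enzyme (4 ug/mL stock) and phosphatidylinositol (1.2 mM stock) in Tris pH 7.5/MgCl2/EGTA/Triton X-100 buffer were reacted with ATP (300 microM stock) for one hour at ambient temperature.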
HP1b binding inh: HP1-beta chromodomain-methylated histone interaction inhibition. P83916. AlphaScreen HP1-beta / biotin-H3K9me3 peptide binding. Potency, µM (series often up to 114 µM), for the others: at the top dose activity change, negative = inhibition, most hits filed as inhibitors. 390,000 tested, 0.56% active. AID 540317; also: potency is read from the fitted curve at half-maximal effect; nearly all actives have a fitted effect of over 70% in size; inactives centre near 23
Target sequence (P83916 whole entry, looked up): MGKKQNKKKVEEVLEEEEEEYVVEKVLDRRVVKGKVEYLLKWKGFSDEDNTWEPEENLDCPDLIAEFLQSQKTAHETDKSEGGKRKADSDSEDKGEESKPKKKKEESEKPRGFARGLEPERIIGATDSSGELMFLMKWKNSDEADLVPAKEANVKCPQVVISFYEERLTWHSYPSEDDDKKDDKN
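AlphaScreen: HP1-beta (50 nM) preformed 30 min with biotin-H3(1-18)K9me3 peptide (50 nM) in PBS pH 7.4, 0.01% Tween-20. Compound added for 30 min at RT, then streptavidin donor/nickel chelate acceptor beads (10 ug/mL) for 30 min.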
* marks the source's active call; other numbers are inactive results; i = inactive; u = inconclusive; x = no result given; [ ] = another dose, or the depositor's remark. Unless noted, calls follow the shape of the dose curve; as a rule, active = well fitted curve in the direction sought with a large enough effect; inconclusive = small, poorly fitted or top-dose-only effect, or another doubt; inactive = no such curve, though single readings can be large; an effect the other way counts as inactive or inconclusive. Only part of the results is shown (hit frequency here may not be typical).

PGK inhibitor	JMJD2A Tudor	Pin1 inh	BAZ2B block	G9a inh	GLS inh	POLH inh	PI4K2A inh	HP1b binding inh	Compound
-9%	-7%	-5%	7%	1%	-5%	0%	0	39%[activator]	COCCCNS(=O)(=O)c1ccccc1
0%	-7%	4%	0%	10%[59 µM]	-3%	-6%	1	42%[activator]	COc1ccc(Cc2nc(N)nc(N)n2)cc1
-1%	-29%	12%	-37%	u	2%	5%	1	17%	Cc1cc(NC(=O)c2sc(Nc3cccc(C(F)(F)F)c3)nc2N)no1
1%	2%	-5%	4%	8%[59 µM]	-5%	-7%	3	38%	CCCCNC(=O)CCCn1c(=O)c2ccccc2n(Cc2ccccc2C)c1=O
3%	-9%	1%	-11%	-7%[59 µM]	16%	u	-2	24%	O=c1[nH]c(N/N=C/c2ccccc2Br)nnc1-c1ccccc1
-2%	-21%	3%	-4%	-14%	-1%	u	10	49%[activator]	COc1ccc(C(=O)NCc2nnc(SCC(=O)NC3CCCCC3)o2)cc1
8%	-15%	1%	6%	-15%[59 µM]	-8%	-7%	-1	22%	COc1ccccc1NS(=O)(=O)c1cccc(C(=O)NCC(c2ccco2)N2CCCC2)c1 (stereo not given)
-8%	-22%	2%	0%	u	-9%	-7%	7	26%	N#CC(C#N)=Cc1cccn1-c1ccc(S(N)(=O)=O)cc1
1%	-27%	-4%	-30%	71µM*	u	-17%	-1	-7%	CCOC(=O)c1c(/N=C/c2ccccc2O)sc2c1CCC2
0%	-3%	-2%	-17%	u	-2%	u	u	17%	O=C(Cc1ccccc1)NC1(O)C(=O)c2ccccc2C1=O
0%	-1%	-2%	-2%	35%	-9%	-19%	4	33%	CCn1c(CCC(=O)Nc2ccccc2F)nnc1SCC(=O)Nc1ccc(OC)cc1
6%	-27%	21%	-27%	7%	28%	0%	0	3%	Cc1ccccc1C(=O)N1CCN(c2ccc(NC(=O)CSc3ccc(Cl)cc3)cc2)CC1
-3%	-16%	-7%	-38%	u	3%	2%	1	20%	COc1ccccc1N1CCN(C(c2cc3cc(C)ccc3[nH]c2=O)c2nnnn2C2CCCC2)CC1 (stereo not given)
-6%	-15%	-1%	-2%	5%[59 µM]	-1%	-9%	4	30%	C=CCNC(=O)CCCOc1ccc(C)cc1
-5%	0%	0%	-16%	u	1%	2%	0	32%	COC(=O)c1ccc(C2C(C(=O)c3cc4ccccc4o3)=C(O)C(=O)N2CCN2CCOCC2)cc1 (stereo not given)
3%	9%	-3%	-21%	3%[12.7 µM]	-1%	-14%	0	26%	Cc1nnc(SCC(=O)n2c3c(c4ccccc42)CCCC3)s1
i	-13%	0%	8%	u	0%	-16%	-10	15%	CN1CCN(c2ccc(-c3cccc(NC(=O)COc4ccccc4)c3)nn2)CC1
10%	-3%	29%	8%	-8%	-15%	-29%	6	23%	CCC(=O)Nc1cccc(-n2nnnc2SCC(=O)c2ccc(C)c(C)c2)c1
1%	-12%	-7%	-13%	-6%[12.7 µM]	24%	-4%	1	30%	N#Cc1nc(-c2ccco2)oc1NCc1cccnc1
x	32µM*	-9%	32µM*	28µM*	u	20µM*	-4	18µM*	NS(=O)(=O)c1ccc(CCNC(=O)CCS(=O)(=O)c2ccc(Br)cc2)cc1
7%	11%	-1%	1%	8%	2%	-6%	7	23%	Cc1cccc(CCNC(=O)COc2cc(=O)n(C)c3ccccc23)c1
-1%	2%	0%	-5%	12%[59 µM]	-9%	-2%	5	27%	CCn1c(COc2ccc(=O)n(-c3ccccc3)n2)nnc1SCc1ccccc1
-3%	-11%	1%	u	35µM*	22%	4%	-3	38%	N#CC1=C(S)N(c2ccc(F)cc2)C2(CCCCC2)NC1=O
i	-19%[57.1 µM]	0%	1%	1%[12.7 µM]	21%	-13%	3	57%[activator]	C/C(NCC(C)(C)CN(C)C)=C(/C#N)C(=O)NCc1ccccc1
0%[11.5 µM]	-10%	0%	-1%	3%[59 µM]	7%	-2%	3	34%	CCN(CC)CC#CCC(O)(c1ccccc1)C1CCCC1 (stereo not given)
i	-31%	-2%	-22%	-3%[59 µM]	10%	-12%	5	0%	Cc1cccc(C)c1NC(=O)COC(=O)CCc1c[nH]c2ccccc12
-10%	-11%	-4%	1%	-7%	-5%	-10%	-1	13%	CCOC(=O)c1ccc(Oc2coc3cc(O)ccc3c2=O)cc1
-3%	u	u	u	-3%	-5%	u	-5	0%	CN(C)/C=C/C(=O)c1ccc(N2CCN(c3ncc(C(F)(F)F)cc3Cl)CC2)cc1
1%	-23%	4%	-8%	0%	3%	-12%	-4	12%	O=C(COc1ccccc1)Nc1cccc(-c2nc3ccccc3[nH]2)c1
-4%	-6%[11.4 µM]	11%	-7%	-7%[59 µM]	-9%	-16%	4	28%	COc1ccc2c(CC(=O)OCC(=O)c3ccccc3OC)coc2c1

Only Pin1 inh, JMJD2A Tudor and POLH inh (2 entries from above):
molecule | Pin1 inh | JMJD2A Tudor | POLH inh
Cc1cccc(CCNC(=O)COc2cc(=O)n(C)c3ccccc23)c1 | -1% | 11% | -6%
N#CC1=C(S)N(c2ccc(F)cc2)C2(CCCCC2)NC1=O | 1% | -11% | 4%

Full records from above. Values in the order: PGK inhibitor	JMJD2A Tudor	Pin1 inh	BAZ2B block	G9a inh	GLS inh	POLH inh	PI4K2A inh	HP1b binding inh
Record of N#Cc1nc(-c2ccco2)oc1NCc1cccnc1 → 1%	-12%	-7%	-13%	-6%[12.7 µM]	24%	-4%	1	30%
Record of COc1ccc2c(CC(=O)OCC(=O)c3ccccc3OC)coc2c1 → -4%	-6%[11.4 µM]	11%	-7%	-7%[59 µM]	-9%	-16%	4	28%

Other records
PGK inhibitor	JMJD2A Tudor	Pin1 inh	BAZ2B block	G9a inh	GLS inh	POLH inh	PI4K2A inh	HP1b binding inh	Compound
0%	-10%	0%	9%	18%	5%	-7%	3	31%	CCCCOc1ccc(C(=O)Oc2cccnc2)cc1
4%	-6%	3%	10%	11%	-10%	-13%	-1	72%[activator]	CCOC(=O)N1CCN(S(=O)(=O)c2ccc(C)cc2)C1c1ccccc1 (stereo not given)
i	11%	-8%	3%	u	-5%	-11%	2	30%	O=C(O)c1cc(S(=O)(=O)N2CCN(C(=O)c3ccco3)CC2)c(Cl)cc1Cl
-10%	-1%	-5%	-16%	-26%[12.7 µM]	7%	-1%	5	28%	O=C(O)c1cc(S(=O)(=O)N2CCOCC2)ccc1N1CCOCC1
5%	-12%[57.1 µM]	-10%	-26%	u	-8%	-6%	-12	32%	Cc1ccc(S(=O)(=O)Nc2cc(C)nn2-c2ccccc2)cc1
4%	-30%	u	x	-50%[59 µM]	-13%	u	-8	13%	CCCCSCCCNC(=O)c1cn(CC)c2ccc(S(=O)(=O)N(C)C3CCCCC3)cc2c1=O
-9%	-23%	10%	-34%	5%	8%	-1%	-3	10%	Cc1cc(Cl)ccc1Oc1ccccc1C(=O)CC#N
i	-6%	-3%	9%	18%	u	-2%	2	-13%	CCNC(=O)CN1C(=O)NC2(CCOc3ccccc32)C1=O (stereo not given)
i	-12%	-13%	-19%	22%[12.7 µM]	-6%	-18%	5	29%	O=C(O/N=C(\c1ccccc1)c1ccncc1)c1ccccc1F
-10%	108%[activator]	5%	65%[activator]	39%[activator]	3%	9%	12	278%	CSc1nc(-c2ccccc2)nn1C(=O)c1ccc(C)cc1
-6%	-12%	2%	8%	10%[12.7 µM]	-1%	1%	-1	25%	O=c1c(-c2ccco2)[n+]([O-])c2ccccc2n1OCc1ccccc1F
i	-17%	1%	x	x	-3%	-9%	-1	53%[activator]	CN(C(=O)c1cccc(NC(=O)Cc2cccc(NC(=O)C3CCN(C(=O)C4CC4)CC3)c2)c1)C1CC1
-7%	50µM*	-1%	0%	4.5µM*	16%	-1%	-4	-32%	Cc1ccccc1C(=O)NNC(=O)/C=C\C(=O)O
-3%[11.5 µM]	0%	16%	-3%	3%[59 µM]	-8%	-2%	3	20%	Cc1cccc2cc(C#N)c(NCCNC(=S)NCCCN3CCOCC3)nc12
-2%	-33%	-1%	-1%	7%	-1%	-10%	10	21%	COc1cccc(NS(=O)(=O)c2csc(C(N)=O)c2)c1
5%	-16%	4%	7%	24%[59 µM]	15%	-12%	-1	20%	Cc1ccccc1NC(=O)COC(=O)CCc1c[nH]c2ccccc12
-3%	2.5µM*	-10%	-22%	50µM*	-2%	-4%	2	u	CCOC(=O)C(NCCCO)c1ccccc1 (stereo not given)
8%	8%	6%	10%	-12%[59 µM]	7%	-4%	0	47%[activator]	COc1cccc(NC(=O)c2sc3nc(C)c(C(=O)Nc4ccc(C)cc4C)c(-c4ccc(Br)cc4)c3c2N)c1
-3%	-8%	4%	-1%	3%	-11%	-6%	1	14%	COc1ccc(N(CC(=O)NCCC2=CCCCC2)S(=O)(=O)c2ccc(C)cc2)cc1OC
-9%	-18%	-1%	0%	-6%	0%	-3%	-10	-10%	CC(NC(=O)[C@H](C)NC(=O)c1ccco1)c1ccc(S(N)(=O)=O)cc1 (stereo not given in full)
0%	u	6%	u	-8%	13%	-5%	2	5%	COc1ccccc1N1CCN(C2CCCCC2NS(=O)(=O)c2ccc(Cl)cc2)CC1 (stereo not given)
3%	1%	-1%	29%	45µM*	-5%	-7%	3	53%	CCOC(=O)Cc1csc(SCn2nnc3ccccc3c2=O)n1
i	-11%	-1%	-10%	0%[59 µM]	-2%	-1%	8	6%	O=C(Cn1ncc2c([nH]c3ccccc32)c1=O)N1CCc2ccccc2C1
2%	-5%	0%	-18%	34%[12.7 µM]	-31%	-9%	-9	48%[activator]	CC(=O)OC1CCC(OC(C)=O)c2c1n([O-])c(C)c(C)[n+]2=O (stereo not given)
-7%	3%	-2%	-6%	0%[12.7 µM]	21%	-15%	1	36%	O=C(CSc1ccccc1F)NNC(=O)c1ccncc1
